Bioassay records: PubChem BioAssay, Vanderbilt High Throughput Screening Facility
Cav3 T inh: inhibitors of human Cav3.2 T-type calcium channel; O95180; Cav3.2-expressing cells, Fluo-4 calcium fluorescence FDSS; stronger effect = lower value; B-score at 10 µM; actives 4% (n = 100,000);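 active means single-dose well whose peak fluorescence ratio is a statistical outlier from its plate by either plate-standardised score or position-corrected B-score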
Target sequence (O95180 whole entry, looked up): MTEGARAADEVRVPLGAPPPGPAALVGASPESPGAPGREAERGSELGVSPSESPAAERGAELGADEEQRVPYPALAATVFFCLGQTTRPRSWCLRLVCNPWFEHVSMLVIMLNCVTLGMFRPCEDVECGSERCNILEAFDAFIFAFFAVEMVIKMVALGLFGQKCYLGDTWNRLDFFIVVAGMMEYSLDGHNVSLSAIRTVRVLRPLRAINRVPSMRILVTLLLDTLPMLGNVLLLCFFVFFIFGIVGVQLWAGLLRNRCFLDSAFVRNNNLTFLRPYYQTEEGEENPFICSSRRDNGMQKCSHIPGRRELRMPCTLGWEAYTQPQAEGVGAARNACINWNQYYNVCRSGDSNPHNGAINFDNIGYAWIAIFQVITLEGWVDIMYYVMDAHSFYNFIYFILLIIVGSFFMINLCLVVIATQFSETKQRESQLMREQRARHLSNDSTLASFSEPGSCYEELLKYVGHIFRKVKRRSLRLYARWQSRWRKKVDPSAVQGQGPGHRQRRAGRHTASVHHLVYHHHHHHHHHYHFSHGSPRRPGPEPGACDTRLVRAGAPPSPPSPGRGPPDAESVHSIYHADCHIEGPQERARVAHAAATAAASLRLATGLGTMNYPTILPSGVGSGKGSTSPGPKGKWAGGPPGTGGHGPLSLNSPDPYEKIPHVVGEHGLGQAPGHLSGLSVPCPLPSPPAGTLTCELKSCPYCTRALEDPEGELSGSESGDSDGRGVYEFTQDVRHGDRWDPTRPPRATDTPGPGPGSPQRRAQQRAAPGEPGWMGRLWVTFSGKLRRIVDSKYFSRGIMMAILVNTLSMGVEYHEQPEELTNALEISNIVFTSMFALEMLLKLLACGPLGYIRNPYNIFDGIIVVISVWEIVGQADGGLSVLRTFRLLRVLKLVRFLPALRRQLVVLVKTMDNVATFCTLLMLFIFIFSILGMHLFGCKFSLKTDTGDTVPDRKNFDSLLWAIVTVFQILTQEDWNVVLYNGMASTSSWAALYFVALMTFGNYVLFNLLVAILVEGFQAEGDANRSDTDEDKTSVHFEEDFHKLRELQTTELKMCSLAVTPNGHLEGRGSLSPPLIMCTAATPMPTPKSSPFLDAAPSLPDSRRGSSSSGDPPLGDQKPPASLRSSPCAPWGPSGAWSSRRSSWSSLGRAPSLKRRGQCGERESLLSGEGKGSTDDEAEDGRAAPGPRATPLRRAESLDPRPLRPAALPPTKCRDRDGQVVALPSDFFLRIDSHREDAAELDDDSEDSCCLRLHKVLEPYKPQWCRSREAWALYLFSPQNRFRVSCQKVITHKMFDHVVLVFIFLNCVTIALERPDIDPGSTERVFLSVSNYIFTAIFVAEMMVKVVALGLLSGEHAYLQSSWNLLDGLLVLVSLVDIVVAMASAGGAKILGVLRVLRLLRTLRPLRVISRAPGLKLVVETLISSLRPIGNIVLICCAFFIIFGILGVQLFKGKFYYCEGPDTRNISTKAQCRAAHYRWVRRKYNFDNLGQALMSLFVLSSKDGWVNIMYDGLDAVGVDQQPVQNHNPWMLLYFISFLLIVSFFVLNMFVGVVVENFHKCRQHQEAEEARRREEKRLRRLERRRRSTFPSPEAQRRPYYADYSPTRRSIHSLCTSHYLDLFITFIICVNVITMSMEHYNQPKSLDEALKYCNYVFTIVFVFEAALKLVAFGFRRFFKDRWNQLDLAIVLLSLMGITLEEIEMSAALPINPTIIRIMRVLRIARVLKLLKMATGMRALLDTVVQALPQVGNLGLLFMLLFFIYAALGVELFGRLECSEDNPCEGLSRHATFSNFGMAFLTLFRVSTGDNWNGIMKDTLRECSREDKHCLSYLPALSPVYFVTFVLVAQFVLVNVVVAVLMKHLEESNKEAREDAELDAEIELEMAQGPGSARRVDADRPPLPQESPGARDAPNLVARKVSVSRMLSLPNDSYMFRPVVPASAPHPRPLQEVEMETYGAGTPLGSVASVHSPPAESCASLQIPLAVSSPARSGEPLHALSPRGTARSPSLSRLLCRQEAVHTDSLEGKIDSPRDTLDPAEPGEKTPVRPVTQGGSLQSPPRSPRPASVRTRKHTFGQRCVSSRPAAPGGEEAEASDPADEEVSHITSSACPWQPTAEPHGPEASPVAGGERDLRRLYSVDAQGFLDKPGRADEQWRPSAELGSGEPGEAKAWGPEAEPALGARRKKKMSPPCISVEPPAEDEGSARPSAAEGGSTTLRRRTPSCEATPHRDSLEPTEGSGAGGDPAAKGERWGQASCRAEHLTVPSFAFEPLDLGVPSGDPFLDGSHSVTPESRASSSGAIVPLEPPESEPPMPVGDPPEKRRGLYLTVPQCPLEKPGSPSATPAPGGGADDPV
Starred values were filed as active, the others as inactive. The list is partial; the hit share may differ from the screen's.

SMILES	Cav3 T inh
CC(O)[C@H]1CNC(=O)C(=O)N1CC1CCCCC1 (some centres not stated)	0.227
COc1ccc(NC(=O)CSc2nnc(-c3ccccc3)n2Cc2ccco2)c(OC)c1	0.809
COC(=O)c1nn(-c2ccccc2)c(Sc2ccc(OC)cc2)c1/C=N/O	-2.91
COC(=O)c1ccc(COC(=O)c2ccc(N(C)C)cc2)cc1	0.146
CC(NC(=O)Cn1c(NCCO)nc2ccccc21)c1ccccc1 (configuration not stated)	0.428
Cc1cccc(C)c1OCc1nnc(SCC(=O)Nc2nccs2)n1-c1ccccc1	1.53
COc1ccnc(N=CNOCc2cccc(Cl)c2Cl)c1C#N	0.045
O=C(Nc1ccc(S(=O)(=O)N2CCCC2)cc1Cl)C1=COCCO1	0.189
COc1ccc(N(CC(=O)N2CCC(C)CC2)S(=O)(=O)c2c(C)nn(C)c2C)cc1	0.42
Cc1cc(C)c(C#N)c(SCC(=O)c2cc(C)n(CCc3ccccc3)c2C)n1	-3.93
CCCCOC(=O)Nc1nnc(CCc2ccccc2)s1	-0.496
CC(COc1ccccc1Cc1ccccc1)N1CCCCC1 (configuration not stated)	-2.93

Compounds above that contain four or more nitrogen atoms, in the order listed:
SMILES	Cav3 T inh
COc1ccc(NC(=O)CSc2nnc(-c3ccccc3)n2Cc2ccco2)c(OC)c1	0.809
CC(NC(=O)Cn1c(NCCO)nc2ccccc21)c1ccccc1 (configuration not stated)	0.428
Cc1cccc(C)c1OCc1nnc(SCC(=O)Nc2nccs2)n1-c1ccccc1	1.53
COc1ccnc(N=CNOCc2cccc(Cl)c2Cl)c1C#N	0.045
COc1ccc(N(CC(=O)N2CCC(C)CC2)S(=O)(=O)c2c(C)nn(C)c2C)cc1	0.42

Next part:
SMILES	Cav3 T inh
O=C(NCc1ccco1)C1CCN(C(=O)c2cc3sccc3n2Cc2ccc(Cl)cc2)CC1	-2.57
CNC(=O)CSc1nc2c(c(=O)n(C)c(=O)n2C)n1Cc1ccc(C)cc1	1.11
CC(=O)N1CCN(C(C)=O)C1c1ccccc1	0.0772
O=C(NCC1CCCO1)C1CCCN(Cc2cnn(-c3ccccc3)c2-n2cccc2)C1 (configuration not stated)	2.78
COC(=O)c1ccc(C2C(Oc3ccccc3)C(=O)N2CCc2ccc(OC)c(OC)c2)cc1 (configuration not stated)	0.534
Cc1csc(NC(=O)CSc2nnc3ncccn23)n1	-0.131
CCCc1ccc(-c2ccc(C(=O)O)cc2)nc1	0.575
Cc1onc(-c2ccccc2)c1C(=O)Nc1nc2c(s1)CCCC2	0.0593
O=C(CCSCCc1ccccn1)Nc1ccc(Cl)cn1	-4.36
O=C(OCCN=C1NS(=O)(=O)c2ccccc21)C1CC(=O)N(c2ccc3ccccc3c2)C1 (configuration not stated)	0.00715
O=C(CSc1nc2ccccc2o1)N1CCN(C(=O)c2ccco2)CC1	0.312
Cn1c(C(=O)NCC2CCCO2)cc2oc3ccccc3c21 (configuration not stated)	-1.37
O=C1CN(CC(=O)N2CCOCC2)c2ccccc2O1	0.947
CCOc1ccccc1-c1nc(-c2cccc(Br)c2)no1	0.467
CCC(=O)Nc1ccc2c(c1)ncn2-c1ccccc1OC	-0.565
Oc1ccc2ccccc2c1CNc1cnc2ccccc2c1	-0.073
CC(=O)N1CCN(c2ccc(Oc3nnnn3-c3ccccc3)cc2)CC1	0.826
O=C(NCc1ccc(F)cc1Cl)C1CCN(S(=O)(=O)N2CCC3(CC2)OCCO3)CC1	1.1
Cc1c(Cl)cccc1NC(=S)NN1CCOCC1	1.02
O=C1CCC(C(=O)Nc2ccccc2)N1 (configuration not stated)	0.216
O=C(O)c1nn(-c2ccccc2)ccc1=O	0.482
Clc1ccc(C2[C@H]3CN(Cc4ccc(-c5ccccc5)cc4)[C@H](c4ccccc4)C34CC2(c2cccnc2)C4)cn1 (some centres not stated)	-1.32
CCOC(=O)C1=C(C)NC2=C(C(=O)CC(C)(C)C2)C1c1coc2ccccc2c1=O (configuration not stated)	0.297
Cc1ccc(-c2csc(N(Cc3ccco3)C(=O)c3cccs3)n2)cc1	-1.85
COc1ccccc1N(C(=O)c1ccco1)C(C(=O)NC1CCCC1)c1cccnc1 (configuration not stated)	1.6
Cc1ccccc1CS(=O)(=O)c1nnc([C@H](CC(C)C)NC(=O)OC(C)(C)C)o1	-1.09
COCCNC(=S)NCCCNc1nc2cc3c(cc2cc1C#N)OCO3	1.4
O=C(c1cccc(C(=O)N2CCN(c3ccccc3F)CC2)n1)N1CCN(c2ccccc2F)CC1	0.698
COC(=O)c1ccccc1OCCCOc1ccc(C)cc1OC	-3.39
CCOC(=O)N1CCN(CC(=O)Nc2ccc(C)cc2)CC1	-0.00712
CCOC(=O)C(=O)/C(=C\N(C)C)c1onc(-c2ccccc2)c1C(=O)OC	-0.234
CSc1nc2c(c(=O)n1C)SC(C)C2 (configuration not stated)	1.37
CC(C(=O)Nc1nccs1)N1C(=O)C2CC=CCC2C1=O (configuration not stated)	-0.104
Cc1ccc(-c2csc(-c3c[nH]c4ccccc34)n2)c(C)c1	-0.0522
CCN(Cc1ccccc1)C(=O)C1CCC(CNc2c(N3CCOCC3)c(=O)c2=O)CC1 (configuration not stated)	-0.0294
CCN(c1c(C)n(C)n(-c2ccccc2)c1=O)S(C)(=O)=O	-0.542
COc1ccc(-c2nnc(SC(C)C(=O)Nc3c(C)n(C)n(-c4ccccc4)c3=O)o2)cc1 (configuration not stated)	-0.0929
C=CCOCC(O)CS(=O)(=O)Cc1ccc(Cl)cc1 (configuration not stated)	0.000947
CC(NC(=O)CC12CC3CC(CC(C3)C1)C2)C(=O)O (configuration not stated)	-3.53*
CCOc1cccc(C(=O)Nc2ccccc2OC(F)F)c1	-0.435
CCC(=O)c1ccccc1OCCN1C(=O)NC(C)(C)C1=O	0.88
CCOC(=O)N1CCN(Cc2cccs2)CC1	0.45
O=C(NC1CC1)C1=C[C@H](c2ccccc2)C[C@H](OCc2ccc(CO)cc2)O1	1.13
CCCNS(=O)(=O)c1cccc(C(=O)NC2CCCc3ccccc32)c1 (configuration not stated)	-0.242
O=C(Cn1nc(-c2ccccc2)c2ccccc2c1=O)Nc1ccc2c(c1)nc1n2CCOC1	-0.644
CCCNC(=O)COC(=O)c1ccc(OCC(=O)Nc2ccccc2OC)c(OC)c1	-0.192
CC(C)NS(=O)(=O)c1ccc(Oc2ncc(C(F)(F)F)cc2Cl)cc1	-0.478
COc1ccc(S(=O)(=O)N(C)CC(=O)NCCC2=CCCCC2)cc1	0.0753
Cc1nn(C)cc1C(N)=O	0.547
CCOC(=O)N1CCN(C(=O)CN(c2cc(C(F)(F)F)ccc2Cl)S(C)(=O)=O)CC1	-0.583
Cc1ccc(C)c2[nH]c(=O)c(CN(Cc3ccco3)C(=O)Nc3ccccc3)cc12	-5.97*
O=C(NCCC1=CCCCC1)C1COc2ccccc2O1 (configuration not stated)	-2.05
O=C(CSc1nnc2scc(-c3ccccc3)n12)N1CCCc2ccccc21	-0.455
CCOc1ccccc1C1CC(c2ccccc2)Nc2nc(N)nn21 (configuration not stated)	0.0456
Cc1c(C(=O)O)oc2ccc(S(=O)(=O)NCCC3=CCCCC3)cc12	-0.16
CCCCCCn1c(CN2CCN(C(=O)OCC)CC2)nc2c1c(=O)n(C)c(=O)n2C	-0.604
COCc1nnc(SCC(=O)NCc2ccccc2)n1-c1ccccc1	-0.0231
Cc1ccc(-c2nc(CSCC(=O)NCc3cccnc3)c(C)o2)cc1	-0.0696
CCOc1cc(S(=O)(=O)NCc2ccc(OC)cc2)c(OCC)cc1-n1cnnn1	-0.0883
Cc1c(C(=O)NCc2cccnc2)oc2ccc(S(=O)(=O)N3CCCCC3)cc12	0.284
Remaining list, next part
SMILES	Cav3 T inh
Cc1ccccc1-n1nnnc1SCc1csc(-c2ccccc2)n1	-4.46*
Cc1cnc(C(=O)Nc2ccccc2-n2cccc2)cn1	-0.855
O=C(Oc1ccccc1N1C(=O)C2CCCCC2C1=O)c1ccc(Cl)cc1 (configuration not stated)	-0.595
COCCNC(=O)c1cc2c(-c3ccc(Cl)cc3)nn(C)c2s1	1.12
Cc1onc(-c2ccccc2Cl)c1C(=O)Nc1ccc2c(c1)OCO2	-0.168
O=C(CN(C(=O)CCC(=O)Nc1ccccn1)c1ccc2c(c1)OCCO2)NCCc1ccccc1	-1.45
CC1CCCN(C(=O)c2sc3cc([N+](=O)[O-])ccc3c2Cl)C1 (configuration not stated)	0.174
Cc1cccc(Cn2c(N3CCCCC3C)nc3c2c(=O)[nH]c(=O)n3C)c1 (configuration not stated)	-3.76*
C[C@H](O)[C@@H](C(=O)N1CCN(C(=O)OC(C)(C)C)CC1)n1cc(CCCCNC(=O)OC(C)(C)C)nn1	0.445
CN(C)S(=O)(=O)c1ccc(C(=O)Nc2nnc(Cc3ccccc3)s2)cc1	0.21
Cc1ccc(-n2c(SCc3ccc([N+](=O)[O-])cc3)nc3ccccc3c2=O)cc1	-3.54
COc1ccc(C[C@H]2CN3C(=NC[C@H]3C)N2CCNC(=O)c2ccc(C)c(Br)c2)cc1	-1.37
COc1ccc(CC(=O)NCc2cccs2)cc1	-1.31
CCOC(=O)c1c(C)c(C(=O)Nc2ccc3c(c2)OCO3)c(C)n1C	1.06
Cc1noc(C)c1COc1ccc(C(=O)NCC2CCCO2)cc1 (configuration not stated)	0.786
CCN1CCCC1CNC(=O)Cn1cccc1C(=O)c1ccccc1C (configuration not stated)	0.884
CC(C)c1nnc(NC(=O)C2CCN(c3cnccn3)CC2)s1	-0.0147
COc1ccccc1NC(=O)COC(=O)CNC(=O)c1ccc(OC)c(OC)c1	-0.346
CSc1ccccc1C(=O)Nc1nccs1	-0.0736
COc1cc(C2Nn3c(nnc3-c3ccccc3OC)S2)ccc1O (configuration not stated)	1.39
O=C(O)C[C@H]1c2cc(C(F)(F)F)ccc2S(=O)(=O)N1C1CCN(Cc2ccccc2)CC1	0.746
Cc1ccn2c(/C=N/OCc3cccc(F)c3)c(-c3ccc(Cl)cc3)nc2c1	-2.1
Oc1c(Br)cc(C2N=C(c3ccccc3Cl)NO2)cc1Br (configuration not stated)	0.115
O=C(c1ccc(NS(=O)(=O)c2cccs2)cc1)N1CCCCC1	0.197
CCCC(C)NC(=O)c1ccc2[nH]c3c(c2c1)CC(C)CC3 (configuration not stated)	-5.02*
Cc1c(C(=O)OCC(=O)N2CC(=O)Nc3ccccc32)oc2ccc(Br)cc12	-1.23
CCc1ccc(S(=O)(=O)c2n[nH]n3c2nc(=O)c2ccccc23)cc1	-0.335
COc1ccc(NC(=O)CCN2CC(C)OC(C)C2)c(OC)c1 (configuration not stated)	0.629
CSc1ccccc1NC(=S)Nc1cccc(C(F)(F)F)c1	-0.218
CC(=O)N(/N=C1\Sc2ccccc2C1=O)c1ccccc1C	0.788
N#Cc1nc(-c2ccco2)oc1N1CCCC1	0.518
CCOC(=O)c1ccccc1NS(=O)(=O)c1ccc(S(=O)(=O)N2CCCC2)cc1	-0.625
Cc1ccc(C)c(C(=O)CN2C3=NCCCN3c3ccccc32)c1	-1.87
COc1cc(S(=O)(=O)NCC2CCCO2)c(OC)cc1Cl (configuration not stated)	0.572
O=C(NCCN1CCOCC1)c1cccs1	0.11
CC(C(=O)Nc1ccccc1F)N1C(=O)c2ccccc2C1=O (configuration not stated)	-0.759

Arranged by value in Cav3 T inh (rising): seven of the compounds above.
SMILES	Cav3 T inh
Cc1ccccc1-n1nnnc1SCc1csc(-c2ccccc2)n1	-4.46*
O=C(NCc1ccco1)C1CCN(C(=O)c2cc3sccc3n2Cc2ccc(Cl)cc2)CC1	-2.57
COc1ccc(C[C@H]2CN3C(=NC[C@H]3C)N2CCNC(=O)c2ccc(C)c(Br)c2)cc1	-1.37
Cc1c(C(=O)OCC(=O)N2CC(=O)Nc3ccccc32)oc2ccc(Br)cc12	-1.23
Cc1ccccc1CS(=O)(=O)c1nnc([C@H](CC(C)C)NC(=O)OC(C)(C)C)o1	-1.09
CCOc1ccccc1-c1nc(-c2cccc(Br)c2)no1	0.467
CCCc1ccc(-c2ccc(C(=O)O)cc2)nc1	0.575

Next results.
SMILES	Cav3 T inh
Cc1cccc2cc(CN(Cc3nnnn3C3CCCC3)C3CCCCC3)c(=O)[nH]c12	0.44
COc1ccccc1Oc1coc2c(CN(C)C)c(O)ccc2c1=O	-0.173
CCOC(=O)c1sc(NC(=O)CSc2ncn[nH]2)c(C#N)c1C	-1.34
CCCn1cc(S(=O)(=O)CC(=O)Nc2ccc(OCC)cc2)c2ccccc21	-0.854
CNC(=O)c1nnc(Cc2ccc(F)cc2)o1	-0.16
Cc1csc(NC(=O)c2nc(-c3ccccc3)n(-c3ccccc3)n2)n1	-2.43
CCC(C)(C)n1nnnc1C(c1cc(OC)ccc1OC)N1CCC(C(N)=O)CC1 (configuration not stated)	0.709
O=c1cc(CN2CCOCC2)nc(C2CC2)[nH]1	-0.349
NC(=O)c1cn(-c2ccccc2)nc1-c1cccnc1	1.4
CCn1c(=O)c2cc(C(=O)NCc3cccs3)sc2c2ccccc21	0.101
Cc1csc(NC(=O)C2CCCCC2C(=O)O)n1 (configuration not stated)	0.781
O/N=C(\Cc1cscn1)c1ccc(O)cc1O	0.0309
COc1ccc(CCNC(=O)CN(c2ccccc2OC)S(C)(=O)=O)cc1OC	0.147
COC(=O)c1ccc(Oc2nc(Nc3ccc(C)c(C)c3)nc(N(C)C)n2)cc1	-1.46
O=C(Cn1cnc2ccccc2c1=O)Nc1ccc2c(c1)CCC2	-1.07
CCOc1ccc(S(=O)(=O)N(C)c2ccc(OCC(=O)NCc3ccco3)cc2)cc1	-3.65
O=C1CN(C(=O)c2ccccc2F)c2ccccc2N1	-1.43
c1ccc2c(c1)ncn2CCCOc1ccc2c(c1)CCC2	-2.59
O=C(CCS(=O)(=O)c1cccc2nonc12)NCCc1ccccc1	-0.648
O=C(Nc1sc2c(c1C(=O)NC1CCCCC1)CCC2)c1ccco1	-1.43
CCCn1[nH]cc(SC)c(=O)c1=O	-0.142
O=C(Nc1ccc2nc(-c3cccnc3)[nH]c2c1)C12CC3CC(CC(C3)C1)C2	-1.06
Cc1cc2cc(CN(Cc3ccc4c(c3)OCO4)C(=O)c3cnccn3)c3nnnn3c2cc1C	-1.01
